Screening data (PubChem BioAssay)
IDE cell activ: activators of human insulin-degrading enzyme in cells | P14735 | HEK cells, FAbeta-B cleavage, fluorescence polarization; 0% vehicle, 100% cell-free pure enzyme wells | activation, % at 5.96 µM | actives 0.073% (n = 340,000) | AID 493087;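 active = activation above the mean of all tested compounds plus 3 SD, set per screening campaign, cut at about 17% in these data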
Target sequence (P14735 whole entry, looked up): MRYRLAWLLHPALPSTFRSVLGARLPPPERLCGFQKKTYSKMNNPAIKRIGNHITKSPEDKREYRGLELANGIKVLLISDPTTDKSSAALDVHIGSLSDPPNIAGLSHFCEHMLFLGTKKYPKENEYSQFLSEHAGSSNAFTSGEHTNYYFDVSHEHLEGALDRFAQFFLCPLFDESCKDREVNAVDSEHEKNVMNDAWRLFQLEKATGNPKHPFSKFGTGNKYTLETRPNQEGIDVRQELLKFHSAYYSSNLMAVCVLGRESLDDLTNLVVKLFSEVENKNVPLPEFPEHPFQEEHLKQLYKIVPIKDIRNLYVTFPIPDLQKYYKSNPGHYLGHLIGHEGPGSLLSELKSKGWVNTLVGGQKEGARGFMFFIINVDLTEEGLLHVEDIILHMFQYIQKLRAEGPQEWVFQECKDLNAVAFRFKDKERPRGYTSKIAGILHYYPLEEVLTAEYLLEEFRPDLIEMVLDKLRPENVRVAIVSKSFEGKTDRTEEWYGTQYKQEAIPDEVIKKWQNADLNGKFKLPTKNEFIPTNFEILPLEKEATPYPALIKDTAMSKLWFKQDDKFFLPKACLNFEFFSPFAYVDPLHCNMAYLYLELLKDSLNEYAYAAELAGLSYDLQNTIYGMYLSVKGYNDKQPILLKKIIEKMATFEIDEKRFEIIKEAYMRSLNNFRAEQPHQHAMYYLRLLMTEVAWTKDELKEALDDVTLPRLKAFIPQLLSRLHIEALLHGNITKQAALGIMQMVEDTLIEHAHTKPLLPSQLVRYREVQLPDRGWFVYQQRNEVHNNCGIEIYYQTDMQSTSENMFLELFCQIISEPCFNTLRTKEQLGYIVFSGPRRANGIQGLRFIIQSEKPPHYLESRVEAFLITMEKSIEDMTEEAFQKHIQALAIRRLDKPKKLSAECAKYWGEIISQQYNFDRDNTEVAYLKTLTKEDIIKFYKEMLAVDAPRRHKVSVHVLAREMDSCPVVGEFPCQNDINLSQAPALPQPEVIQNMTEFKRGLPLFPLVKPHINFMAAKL
IDE inh: inhibits human insulin-degrading enzyme in HEK cells; FAbetaB cleavage, fluorescence polarization; inhibition, % at 5.59 µM; P14735; actives 0.41% (n = 320,000);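 active = percent inhibition above the average of all tested compounds plus 3 SD, set per screening campaign, cut at about 16% in these data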;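 also: IDE supplied by intact live HEK cells; FP after avidin binding of uncleaved biotin substrate so inhibition keeps polarization high; 0% = DMSO wells and 100% = 60 µM reference IDE inhibitor Ii1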
Starred values were filed as active, the others as inactive.

SMILES | IDE cell activ | IDE inh
CCCCCN(C(=O)CCC(=O)OCC(=O)N(CC#N)c1ccccc1)c1c(N)n(CCCC)c(=O)[nH]c1=O | 7 | 0
CC1CC(C)CN(S(=O)(=O)c2ccc(NC(=O)CCNC(=O)c3ccc([N+](=O)[O-])cc3)cc2)C1 (stereo not drawn) | 0 | 0
CCN(C1CCCCC1)S(=O)(=O)c1c(C)n(C)c(=O)n(C)c1=O | 4 | 3
O=C(NCC1CCCO1)c1ccc(S(=O)(=O)Nc2ccccc2F)cc1 (stereo not drawn) | 1 | 0
CCCCn1c(N)c(N(CCOC)C(=O)c2ccc(S(=O)(=O)N(CC)c3ccccc3)cc2)c(=O)[nH]c1=O | 0 | 0
CCC(=O)Nc1ccc(N2CCOCC2)c(S(=O)(=O)Nc2ccc(Cl)cc2)c1 | -1 | 3
COc1ccc(C(=O)N2CCN(c3ccc(F)cc3)CC2)cc1S(=O)(=O)NC1CC1 | 3 | 2
Cc1c(C(=O)N(Cc2ccco2)Cc2cccs2)oc2ccccc12 | 1 | -3
O=C1CCCN1CCCNS(=O)(=O)c1cccs1 | 1 | 2
CCOc1ccc(NC(=O)CN(C)C(=O)Cc2sc(C)nc2-c2ccc(F)cc2)cc1OCC | -2 | 2
CCC1(CC)NC(=O)N(CC(=O)Nc2ccc(C)cc2C)C1=O | 2 | -5
CCCCn1c(N)c(N(CC(C)C)C(=O)COC(=O)C2(c3ccccc3)CC2)c(=O)[nH]c1=O | 3 | -1
Cc1cc(Br)ccc1NC(=O)CN(C)C(=O)CSCc1ccccc1 | 6 | -2
COc1ccccc1CCNC(=O)c1ccccc1SCC(=O)N1CCCC1 | 2 | 1
Cc1ccc(S(=O)(=O)N2[C@@H](c3ccc(Cl)cc3)C(C(=O)O)=CC[C@H]2c2cccc(C)c2)cc1 | 3 | 4
COc1ccc(-c2c(-c3ccc(OC)nc3)c3ccccc3n2C)cc1 | -3 | 5
Cc1ccnc2nc(C(=O)OCC(=O)Nc3ccc([N+](=O)[O-])cc3Br)nn12 | 2 | -1
COc1ccccc1NS(=O)(=O)c1ccc(C(=O)N2CCCCCCC2)cc1 | 1 | -1
Cc1noc(C)c1NC(=O)N(C)C[C@H]1Oc2ccc(NC(=O)Cn3cnnn3)cc2C(=O)N([C@H](C)CO)C[C@@H]1C | -4 | -1
Cc1ccc2c(c1)[C@@H]1[C@H](CO2)[C@H](c2ccccc2)[C@]2(C)C(=O)N[C@H](C)C(=O)N12 | 5 | 0
COc1ccccc1C(=O)NC(=O)COC(=O)CNC(=O)c1ccc(Cl)cc1Cl | 3 | -4
Cc1ccc2c(c1)[C@@H]1[C@H](CO2)[C@H](c2ccccc2)[C@@]2(C)C(=O)N[C@H](C)C(=O)N12 | -1 | 1
Oc1c(Cl)cc(CN2CCOCC2)c2cccnc12 | 2 | -4
O=C(Cc1csc(NC(=O)Nc2ccc(Cl)cc2)n1)NCc1ccccn1 | -3 | 0
Cc1c(S(=O)(=O)N2CCC(C)CC2)c(=O)n(C)c(=O)n1C | 4 | -4

One compound at a time, as listed above.
Profile of CCN(C1CCCCC1)S(=O)(=O)c1c(C)n(C)c(=O)n(C)c1=O : IDE cell activ: 4; IDE inh: 3
Profile of Cc1ccc2c(c1)[C@@H]1[C@H](CO2)[C@H](c2ccccc2)[C@@]2(C)C(=O)N[C@H](C)C(=O)N12 : IDE cell activ: -1; IDE inh: 1
Profile of Cc1cc(Br)ccc1NC(=O)CN(C)C(=O)CSCc1ccccc1 : IDE cell activ: 6; IDE inh: -2

Additional compounds:
SMILES | IDE cell activ | IDE inh
COc1ccccc1C(=O)NC(=O)COC(=O)c1ccc(NC(=O)CC#N)cc1 | 3 | 2
CC(=O)c1ccc(NC(=O)CSc2nc(=O)n(CCN3CCOCC3)c3c2CCC3)cc1 | 4 | 0
CC1(C)CC(NC(=S)NC(=O)c2cc(Br)ccc2Cl)CC(C)(C)N1 | 1 | 0
CC(C)(C)c1nnc2sc(SCC(=O)N3CCCCC3)nn2c1=O | -7 | 3
COc1ccccc1CNC(=O)CN1C(=O)NC2(CCCC2)C1=O | -2 | -3
Cc1ccc2c(c1)C(=O)C(=O)N2Cc1ccc(Cl)cc1 | 5 | -1
CCCn1c(N)c(C(=O)CSc2nnc(C3CC3)n2-c2ccccc2)c(=O)[nH]c1=O | 2 | -5
O=C(NCCc1c[nH]c2ccccc12)OCCCCOC(=O)NCCc1c[nH]c2ccccc12 | 3 | 5
COc1cccc(C(=O)NCCS(=O)(=O)N(C)C2CCCCC2)c1 | -4 | 0
COc1ccc(-c2cn(CCC(=O)NCc3ccc(C)cc3)c(CCN)n2)cc1 | 5 | -4
C[C@H]1CN([C@@H](C)CO)C(=O)Cc2cc(NS(=O)(=O)c3ccc(Cl)cc3)ccc2O[C@@H]1CN(C)C(=O)Nc1cccc2ccccc12 | 2 | 6
CC(C)(C)OC(=O)NCC(=O)NNC(=O)C(C(=O)OCc1ccccc1)c1ccccc1 (stereo not drawn) | 1 | 6
COc1ccc(CC(=O)Nc2sccc2C#N)cc1S(=O)(=O)N1CCOCC1 | 1 | 2
O=C(c1ccccn1)N1CCN(S(=O)(=O)c2cccc(Br)c2)CC1 | 1 | -3
O=C(c1cc(Cl)ccc1O)N1CCN(S(=O)(=O)c2cccs2)CC1 | -2 | 0
CC1Cc2ccccc2N1C(=O)COC(=O)c1ccc(N(C)C)cc1 (stereo not drawn) | 0 | 5
O=C(CN1C(=O)NC2(CCCCCC2)C1=O)Nc1ccc([N+](=O)[O-])cc1 | 6 | 1
C[C@H](CO)N1C[C@H](C)[C@@H](CN(C)S(=O)(=O)c2ccc(F)cc2)Oc2c(NS(=O)(=O)c3ccccc3)cccc2C1=O | 9 | 3
CC(C)N(Cc1ccccc1)S(=O)(=O)c1ccc(Cl)nc1 | -3 | 1
CC(OC(=O)c1ccc2ncsc2c1)C(=O)NC1CCCCC1C (stereo not drawn) | 2 | 8
CC(Sc1ncccn1)C(=O)NC1CCCC1 (stereo not drawn) | 0 | 3
COC(=O)[C@]1(C)N[C@H](CN(C)C(=O)C2CCCCC2)[C@@H]2C(=O)N(Cc3ccccc3)C(=O)[C@@H]21 | 4 | -2
CCOc1ccc(OCCC(=O)OCC(=O)NCc2ccc(Cl)cc2)cc1 | -1 | 7
COc1ccc(N2CCN(C(=O)COC(=O)c3ccc(Cl)nc3)CC2)cc1 | 0 | 3
CCN(CC)C(=O)[C@H]1CC(CC(=O)NCCCn2ccnc2)C(=O)N2CCc3c([nH]c4ccccc34)[C@]12C (stereo partly drawn) | -4 | 5

Gathered by group, the compounds so far containing a tert-butyl group (2)
SMILES | IDE cell activ | IDE inh
CC(C)(C)c1nnc2sc(SCC(=O)N3CCCCC3)nn2c1=O | -7 | 3
CC(C)(C)OC(=O)NCC(=O)NNC(=O)C(C(=O)OCc1ccccc1)c1ccccc1 (stereo not drawn) | 1 | 6

(next part)
SMILES | IDE cell activ | IDE inh
CCOC(=O)N1CCN(C(=O)c2ccc(Cl)c(NC(=O)c3cccs3)c2)CC1 | 1 | 3
O=C(COC(=O)c1ccc2c(c1)OCCO2)NCCc1ccccc1 | 0 | -1
CCc1ccc(NC(=O)CSc2nc(=O)n(CCN(C)C)c3c2CCCC3)cc1 | -2 | 8
O=C1CCC(C(=O)OCC(=O)Nc2cc(Cl)ccc2F)=NN1 | 4 | 2
O=C(c1ccccc1Cc1ccccc1)N1CCN(S(=O)(=O)c2ccccc2[N+](=O)[O-])CC1 | 3 | -3
CCN(C(=O)CSc1nc(C)cc(=O)[nH]1)C1CCCCC1 | 1 | 0
CN(C)CCNC(=O)C(=O)Nc1ccc2c(c1)N(S(=O)(=O)c1cccs1)CCC2 | -2 | -2
Cc1cccn2c(=O)nc(SCC(=O)c3ccccc3)nc12 | 0 | 8
Cc1ccc(CNC(=O)CCNC(=O)c2ccc([N+](=O)[O-])cc2)cc1 | -2 | -1
CCN(CC)CCn1c2c(c(SCC(=O)Nc3ccc(C)c(F)c3)nc1=O)CCCC2 | 6 | 1
C=Cc1ccc(C2=CC(=O)C[C@H](c3ccc(OC)cc3)C2)cc1 | 5 | -1
Cc1ccc(NC(=O)CNc2cccc(Br)c2)cc1S(=O)(=O)N1CCOCC1 | -3 | 3
O=C(Cc1ccccc1F)N1CCN(S(=O)(=O)c2ccc(Cl)cc2)CC1 | 0 | 3
CCN(C(=O)COC(=O)c1ccccc1SCC(=O)N1CCCC1)C1CCS(=O)(=O)C1 (stereo not drawn) | 3 | 2
COc1ccccc1NC(=O)C(C)OC(=O)COc1cccc2c1OC(C)(C)C2 (stereo not drawn) | -5 | -2
CCC1(c2ccc(OC)cc2)NC(=O)N(CC(=O)NC2CCCCC2C)C1=O (stereo not drawn) | 0 | -3
CC(C)[C@H](NC(=O)c1cccc(CN(Cc2ccccc2)C(=O)c2ccccc2)c1)C(=O)O | 11 | -1
COCCN(Cc1nc2ccccc2c(=O)[nH]1)C(=O)COc1cccc(C(C)=O)c1 | 5 | 2
CCOc1cc(N2CCOCC2)c(OCC)cc1NC(=O)CSc1ncccc1C(=O)O | -2 | -3
O=C(CNC(=O)c1cc(Cl)cc([N+](=O)[O-])c1)NC1CC1 | 1 | -4
CCC(C)(C)C1CCC2(CC1)NC(=O)N(CC(=O)NCCOc1ccccc1)C2=O (stereo not drawn) | 1 | -4
Cc1ccc(S(=O)(=O)NCCC(=O)NNc2c(F)c(F)cc(F)c2F)cc1 | 0 | 5
O=c1oc(C2(O)CCCCC2)cc2ccc(-c3ccc4[nH]ccc4c3)cc12 | 3 | -3
CCCCN(C(=O)CCNC(=O)NC12CC3CC(CC(C3)C1)C2)c1c(N)n(CCC)c(=O)[nH]c1=O | -4 | 3
CCOc1ccccc1N1CCN(C(=O)c2ccc(S(=O)(=O)Nc3ccccc3)cc2)CC1 | 1 | 4

An excerpt of these results, as tab-separated lines.
structure	IDE cell activ	IDE inh
CCCCn1c(N)c(N(CC(C)C)C(=O)COC(=O)C2(c3ccccc3)CC2)c(=O)[nH]c1=O	3	-1
Cc1cc(Br)ccc1NC(=O)CN(C)C(=O)CSCc1ccccc1	6	-2
COc1ccccc1CCNC(=O)c1ccccc1SCC(=O)N1CCCC1	2	1

Later entries:
SMILES | IDE cell activ | IDE inh
C[C@H]1CN([C@@H](C)CO)C(=O)c2cccc(NC(=O)C3CC3)c2O[C@H]1CN(C)S(=O)(=O)c1cccs1 | 0 | 8
CN(Cc1ccccc1)C(=O)c1ccc(NC(=O)Cc2cccc(NC(=O)C3CCCN(C(=O)CCc4ccccc4)C3)c2)cc1 (stereo not drawn) | -4 | 0
CC(=O)Nc1c(O)nc(SCC(=O)N2CCCCC2)[nH]c1=O | 4 | -2
COc1ccc(-n2c(SCC(=O)NC3CC3)nc3ccccc3c2=O)cc1OC | 2 | 1
C=CCN(c1ccc(F)cc1)S(=O)(=O)c1cc(C(=O)NC2CCC(O)CC2)ccc1Cl (stereo not drawn) | -1 | -5
O=C(CSc1nc(=O)[nH]c2c1CCCC2)Nc1ccc(F)cc1F | 2 | 3
Cc1ccc(NS(=O)(=O)c2cccc(C(=O)NCC(c3cccs3)N3CCOCC3)c2)cc1 (stereo not drawn) | 3 | 3
Cn1cccc1C(=O)N1CCN(S(=O)(=O)c2ccccc2)CC1 | 4 | 1
CC(=O)N1c2ccccc2C2CCCC[C@H]21 (stereo partly drawn) | 5 | -4
O=C(NNC(=O)c1ccccc1O)c1cc2ccccc2o1 | 3 | -1
CN1CCN(C(=O)c2cc3ccccc3cc2O)CC1 | 6 | -4
COc1cccc(NC(=O)CN(C)C(=O)c2cc(C)on2)c1 | 3 | 0
O=C(C[C@H]1C/C=C\C[C@@H](NC(=O)OCC2c3ccccc3-c3ccccc32)C(=O)O[C@@H](c2ccccc2)CNC1=O)N[C@H](CO)Cc1ccccc1 | 3 | 0
CC(Oc1cccnc1[N+](=O)[O-])C(=O)Nc1ccc(F)cc1 (stereo not drawn) | 3 | 9
CC(OC(=O)c1cc(O)c2ccccc2c1O)C(=O)Nc1ccc(C(N)=O)cc1 (stereo not drawn) | 1 | 8
CCOc1ccc(NC(=O)Cn2nc(C(N)=O)c3ccccc3c2=O)cc1S(=O)(=O)N1CCCC1 | -6 | 1
C/C(=N\OCC(=O)OCC(=O)N(C)c1ccccc1)c1ccc2c(c1)OCO2 | 5 | 1
COc1ccc(OCC(=O)Nc2ccccc2C(=O)NC2CC2)cc1 | -2 | 1
CCOC(=O)[C@@H]1[C@H]2COc3ccccc3[C@@H]2N2C(=O)N(c3cccc(C)c3)C(=O)[C@@]12C | 8 | 0
COc1ccccc1NC(=O)Nc1nc(CC(=O)NCc2ccccn2)cs1 | -2 | 1
Cc1cccnc1NC(=O)c1cccc(S(=O)(=O)NCc2ccccc2)c1 | 0 | 3
COc1ccc(-c2nc3cnccn3c2NCc2ccccc2)cc1SC1CCCCC1 | 2 | 2
CC(OC(=O)Cn1cc(C(F)(F)F)ccc1=O)C(=O)NC(C)c1ccc(Cl)cc1Cl (stereo not drawn) | 2 | 2

An excerpt, so the mix of outcomes need not match the whole.
